Screening results: PubChem, several laboratories
tolC growth inh: growth inhibitors of E. coli tolC mutant, primary screen, strain BW25113 ΔtolC::kan, 384-well; OD615; growth inhibition, % at 10 µM (by protocol); 65,000 tested, 2.2% active;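 active = growth inhibition at or above a cutoff equal to the mean over every tested compound plus 3 SD, cut at about 60% in these data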;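 note: growth measured after 20 h incubation at 37 °C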
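Test system – E. coli BW25113 ΔtolC::kan, tolC deletion mutant strain · Detection – OD at 615 nm · Buffer or medium – LB with kanamycin 50 µg/mL · Times – 20 h compound exposure of bacteria at 37 °C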
SF1 activator: activators of human SF-1, primary screen, cell-based, CHO-K1, Gal4-SF-1 LBD, luciferase luminescence. Steroidogenic factor 1 (Homo sapiens), Q13285. CHO-K1 Gal4-SF-1 LBD luciferase reporter; % increase over DMSO SF-1-specific signal. 65,000 tested, 1.9% active. activation, % at 10 µM;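 active = activation above the mean activation of all tested compounds plus 3 SD, cut at about 50% in these data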
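Material: Gal4–SF-1 LBD one-hybrid luciferase reporter in CHO-K1 cells | Amount: 4,000 cells per well | Compound dosing: 10 µM single point, 1% DMSO | Schedule: 20 h compound treatment, 37 °C | Measured by: SteadyLite luciferase luminescence | Evaluation: Percent activation versus DMSO | Control set: DMSO-treated SF-1-transfected cells as negative, DMSO-treated mock-transfected cells lacking SF-1 as background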
M1 agonist: M1 muscarinic receptor agonists, primary screen, CHO-M1 cells, Fluo-4 calcium, agonist mode; Muscarinic acetylcholine receptor M1; Fluo-4 calcium fluorescence; stronger effect = higher value; B-score at 10 µM; 64,000 tested, 3% active; AID 626, 2007;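 active = fluorescence rise, raw or as B-score row- and column-corrected plate score, outside the 99.7% band of its plate's samples, either direction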
RORA act: activators of orphan receptor RORA, primary screen, cell-based, luminescence; 65,000 tested, 1.5% active; activation, % at 10 µM; CHO-K1 Gal4-RORA LBD luciferase reporter; percent increase over mock-subtracted basal signal; Nuclear receptor ROR-alpha (Homo sapiens), P35398; AID 560, 2006;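 active = activation above the mean of all tested compounds plus 3 SD, cut at about 49% in these data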;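 note: 0% = DMSO-treated RORA cells and 100% = added signal equal to DMSO minus mock-transfected cells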
Target sequence (P35398 whole entry, looked up, the tested form may be a part): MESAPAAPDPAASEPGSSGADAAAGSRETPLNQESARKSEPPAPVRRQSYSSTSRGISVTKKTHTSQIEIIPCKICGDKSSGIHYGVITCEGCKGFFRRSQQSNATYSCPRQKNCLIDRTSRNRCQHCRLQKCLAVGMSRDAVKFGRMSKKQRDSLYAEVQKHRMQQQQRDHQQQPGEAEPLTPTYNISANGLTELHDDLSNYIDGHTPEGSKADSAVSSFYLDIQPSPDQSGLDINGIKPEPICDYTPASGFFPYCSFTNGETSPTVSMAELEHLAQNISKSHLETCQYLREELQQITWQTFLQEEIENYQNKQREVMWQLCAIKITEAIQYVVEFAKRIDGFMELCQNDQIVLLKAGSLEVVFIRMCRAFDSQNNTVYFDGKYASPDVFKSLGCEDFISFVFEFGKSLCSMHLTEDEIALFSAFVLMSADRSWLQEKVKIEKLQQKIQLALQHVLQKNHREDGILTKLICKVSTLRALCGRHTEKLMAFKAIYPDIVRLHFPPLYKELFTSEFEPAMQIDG
Autofluor 339: intrinsic fluorescence of library compounds, ex339/em460 – biochemical, MLSMR library, data from DPM-DC assay, artefact control, profiling panel. fluorescence fold increase at 10 µM. compound autofluorescence, ex339/em460 nm, NADH buffer; stronger effect = higher value; 1 = no-compound wells, NADH background. 65,000 tested, 5.5% active;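 active = at 10 µM, mean starting fluorescence two-fold or more over control wells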;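 note: signal is the first read of a kinetic run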
M1 antag: antagonists of rat M1 muscarinic receptor | Muscarinic acetylcholine receptor M1 (Rattus norvegicus), P08482 | CHO-M1 cells, Fluo-4 calcium, ACh EC80 antagonist mode; stronger effect = lower value | B-score at 10 µM | 64,000 tested, 3.4% active;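 active = calcium fluorescence response, raw or row-and-column corrected B-score, differing from the plate sample mean either way at a set confidence level, mostly lower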
Target sequence (P08482 whole entry, looked up): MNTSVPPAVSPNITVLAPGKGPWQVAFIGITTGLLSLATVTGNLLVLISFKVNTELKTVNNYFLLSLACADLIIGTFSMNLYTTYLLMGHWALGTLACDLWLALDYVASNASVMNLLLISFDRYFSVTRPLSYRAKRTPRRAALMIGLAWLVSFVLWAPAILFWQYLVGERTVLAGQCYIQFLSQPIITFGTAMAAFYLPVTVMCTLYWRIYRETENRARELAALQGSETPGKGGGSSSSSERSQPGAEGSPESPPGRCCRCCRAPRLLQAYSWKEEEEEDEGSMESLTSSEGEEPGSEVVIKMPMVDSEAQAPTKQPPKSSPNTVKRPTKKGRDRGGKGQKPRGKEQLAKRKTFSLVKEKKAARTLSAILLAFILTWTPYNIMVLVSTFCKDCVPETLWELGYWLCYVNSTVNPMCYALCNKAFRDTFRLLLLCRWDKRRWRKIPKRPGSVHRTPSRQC
Ec RNAP inh: E. coli RNAP inhibitors, biochemical. 62,000 tested, 0.2% active. E. coli RNA polymerase, fluorescence transcription assay. AID 559, 2006. inhibition, %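 (tested at 10 µM)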; in the data active = inhibition above about 20%;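 note: 0% = enzyme without compound and 100% = no enzyme blank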
TNAP act DEA: human TNAP enzyme activators, primary screen, biochemical, luminescent, intermediate phosphate acceptor level | 64,000 tested, under 10 active | activation factor at 20 µM | purified TNAP, CDP-star luminescence, 100 mM DEA, 30 min; stronger effect = higher value; scale: 0 levamisole-inhibited, 1 vehicle-only enzyme;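 active = activation factor of at least 2 at 20 µM, relative to controls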
NADH enzymes: inhibitors of PK/LDH coupling enzymes, profiling panel, artefact control, biochemical, MLSMR library | coupled PK/LDH NADH assays, four targets | IC50, µM (titrated, usually from 10 µM), for the others: at the top dose inhibition | 65,000 tested, 0.02% active | AID 774, 2007;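 active = single-dose screening hits from any of four coupled enzyme assays that gave an IC50 when retested across doses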;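 note: the DPM-DC format reads NADH fluorescence rather than 340 nm absorbance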
* hit, by the source's call; x = not tested or not shown; [ ] = remark or other dose.

Preview, six compounds:
No.	Compound	tolC growth inh	TNAP act DEA	NADH enzymes	Autofluor 339	Ec RNAP inh
1	CC(=O)C1=C(O)C(=O)N(c2ccc(Br)cn2)C1c1ccccc1F (stereo not drawn)	3	0.9	9%	1.3	0
2	CCc1cc2cc(C)ccc2nc1SCC(=O)N1CCN(C(=O)c2ccco2)CC1	40	0.8	8%	1.1	4
3	CCOc1ccccc1-n1c(COc2ccc(C)cc2)nnc1SCC(N)=O	9	1	8%	1.1	9
4	CCC1=C(C(=O)OC)C(c2cc(OC)ccc2OC)C(C#N)=C(N)O1 (stereo not drawn)	8	0.8	4%	1.1	6
5	Cc1ccnc(NC(=O)C2CCCN(S(=O)(=O)c3cnc[nH]3)C2)c1 (stereo not drawn)	-21	0.8	4%	1	6
6	Cn1c(=O)cc(OCC(=O)NCc2cccnc2)c2ccccc21	-2	1	7%	1.1	5

No.	RORA act	M1 antag	M1 agonist	SF1 activator
1	6	0.6	-0.029	20
2	-12	0.43	2.6	-8
3	-7	-0.13	1	2
4	-21	0.51	-0.76	-4
5	18	0.3	0.088	-10
6	-3	0.72	0.53	-12

Main list, from the start:
No.	Compound	tolC growth inh	TNAP act DEA	NADH enzymes	Autofluor 339	Ec RNAP inh
1	CC(=O)C1=C(O)C(=O)N(c2ccc(Br)cn2)C1c1ccccc1F (stereo not drawn)	3	0.9	9%	1.3	0
2	CCc1cc2cc(C)ccc2nc1SCC(=O)N1CCN(C(=O)c2ccco2)CC1	40	0.8	8%	1.1	4
3	CCOc1ccccc1-n1c(COc2ccc(C)cc2)nnc1SCC(N)=O	9	1	8%	1.1	9
4	CCC1=C(C(=O)OC)C(c2cc(OC)ccc2OC)C(C#N)=C(N)O1 (stereo not drawn)	8	0.8	4%	1.1	6
5	Cc1ccnc(NC(=O)C2CCCN(S(=O)(=O)c3cnc[nH]3)C2)c1 (stereo not drawn)	-21	0.8	4%	1	6
6	Cn1c(=O)cc(OCC(=O)NCc2cccnc2)c2ccccc21	-2	1	7%	1.1	5
7	O=C(O)c1cc(Cl)ccc1NC(=O)C1CCCO1 (stereo not drawn)	-7	1	7%	1.1	10
8	COc1cc(C2C(C(=O)Nc3ccc(F)cc3)=C(C)Nc3nc(CCCO)nn32)cc(OC)c1OC (stereo not drawn)	-9	1	9%	0.97	1
9	CSC1=C(C#N)C(c2ccc(C)cc2)C2=C(CCCC2=O)N1 (stereo not drawn)	8	0.8	2%	1.2	7
10	Cc1ccc2c(c1)C(O)(CC(=O)c1ccc3c(c1)OCO3)C(=O)N2 (stereo not drawn)	-17	0.8	1%	1	4
11	Cc1ccc(C)c(NC(=O)CNS(=O)(=O)c2ccccc2)c1	-7	0.9	6%	1.1	6
12	C=Cn1c(N2CCOCC2)nc2c1c(=O)[nH]c(=O)n2C	-9	0.9	4%	1.1	4
13	CCOc1ccc(C2/C(=C(/O)c3ccccc3)C(=O)C(=O)N2CCCN(C)C)cc1OC (stereo not drawn)	-13	0.9	3%	1	6
14	Cn1c(SCc2ccccc2Cl)nnc1-c1cnccn1	-14	0.9	5%	1.1	12
15	COCC(=O)Oc1c(S(=O)(=O)c2ccc(C)cc2)c(C)nn1-c1ccccc1	7	1	8%	1.1	5

No.	RORA act	M1 antag	M1 agonist	SF1 activator
1	6	0.6	-0.029	20
2	-12	0.43	2.6	-8
3	-7	-0.13	1	2
4	-21	0.51	-0.76	-4
5	18	0.3	0.088	-10
6	-3	0.72	0.53	-12
7	9	0.31	0.034	2
8	-6	0.46	0.82	-15
9	0	0.099	-1.2	-11
10	5	-0.79	0.084	0
11	-12	2.2	0.4	-3
12	1	-0.34	0.8	6
13	-16	-0.57	0.56	-3
14	52*	-0.61	-0.045	56*
15	-8	-0.54	0.28	24

(cont.)
No.	Compound	tolC growth inh	TNAP act DEA	NADH enzymes	Autofluor 339	Ec RNAP inh
16	CCOCCCNC(=O)Cn1cc2c(n1)CCCC2	-12	0.9	5%	1.1	7
17	Cc1ccc(NC(=O)C2CC=CCC2C(=O)N2CCCCC2)cc1 (stereo not drawn)	-2	0.8	3%	1	3
18	Cc1ccc(S(=O)(=O)N2CCCC(C(=O)N(Cc3cccs3)C3CC3)C2)cc1 (stereo not drawn)	27	0.9	6%	1.1	-3
19	Cc1ccc(C(=O)C2COC(=O)C2)cc1 (stereo not drawn)	-11	0.8	1%	1	5
20	CCCc1nnc(SCC(=O)O)n1/N=C/c1ccc2c(c1)OCO2	9	0.9	5%	1.1	9
21	COc1cc(C(=O)NCc2ccc3c(c2)OCO3)ccc1OCc1c(C)noc1C	8	0.9	4%	1	-12
22	OC(CCCCN1CCCCC1)c1ccccc1 (stereo not drawn)	-14	0.9	6%	1.1	3
23	Cc1ccc(CS(=O)(=O)CCC(=O)N2CCOCC2)cc1	-13	1	5%	1.1	8
24	O=C(NCCc1ccccc1)C1CCCN1C(=O)NCc1ccccc1 (stereo not drawn)	-8	0.9	9%	1.1	4
25	COC(=O)C1C(=O)C=C(N2CCOCC2)CC1(C)C (stereo not drawn)	-10	0.9	4%	1.1	8
26	COc1ccc(-c2cc(-c3ccccc3)nc(N3CCCC3)n2)cc1OC	-18	0.9	0%[fluoresces]	2.2*	x
27	Cc1onc(-c2ccccc2)c1C(=O)Nc1cccc(C#N)c1	1	0.8	2%	1.1	0
28	O=C(Nc1cccc(C(F)(F)F)c1)C1C2CC3OC(=O)C1C3C2 (stereo not drawn)	-8	0.9	5%	1.1	2
29	Cn1cnnc1SCC(=O)Nc1ccccc1	-12	0.9	4%	1	6
30	COC(=O)c1cc(C(=O)OC)cc(-n2c(C)cc(C(=O)CC#N)c2C)c1	15	0.9	4%	1.1	-1

No.	RORA act	M1 antag	M1 agonist	SF1 activator
16	-10	-0.0043	-0.5	1
17	0	-0.16	0.7	1
18	-7	0.32	0.1	-18
19	-1	0.47	-0.52	3
20	-11	0.25	0.82	13
21	-11	-1.1	0.5	-10
22	-1	0.086	0.2	-5
23	3	-0.36	-0.18	5
24	0	-0.5	-0.72	-8
25	-22	0.055	0.075	0
26	-3	1.5	0.38	-25
27	4	0.49	-0.018	2
28	-5	-1.2	0.54	-7
29	6	-0.87	-0.17	3
30	-17	-0.061	-0.35	0

Continued.
No.	Compound	tolC growth inh	TNAP act DEA	NADH enzymes	Autofluor 339	Ec RNAP inh
31	CCOC(=O)Cc1nn2c(=O)cc(C)nc2s1	-9	0.9	2%	1	3
32	CC1CCCCC1NC(=O)C1Cc2ccccc2CN1S(C)(=O)=O (stereo not drawn)	-19	1	5%	1.1	4
33	COc1ccc(-c2cc(C(F)(F)F)nc(SCCC(=O)N3CCN4CCCC4C3)n2)cc1 (stereo not drawn)	6	x	16%	2.3*	x
34	Cc1ccc(N2C(=O)C3ON(c4ccccc4)C(c4ccncc4)C3C2=O)c(C)c1 (stereo not drawn)	12	0.9	3%	1.1	x
35	Cn1c(C(O)c2ccccc2)nc(Cl)c1Cl (stereo not drawn)	8	1	1%	1.1	2
36	CCOC(=O)c1ccc(NC(=O)CNC(=O)C2CCCCC2)cc1	-14	0.9	4%	1.1	9
37	CCN1C(=O)C2(C(C(=O)c3ccc(C)o3)=C(O)C(=O)N2CCCN2CCOCC2)c2ccccc21 (stereo not drawn)	-7	0.9	3%	1.1	3
38	C=C1CSc2nc(=O)c3c(C)c(C)sc3n21	9	0.9	0%	1.1	8
39	O=C(CN1C(=O)C2C3C=CC(C3)C2C1=O)N1CCc2ccccc2C1 (stereo not drawn)	-19	1	6%	1	9
40	COC(=O)C(Cc1ccc(O)cc1)NC(=O)C(C)Oc1ccccc1 (stereo not drawn)	1	1	7%	1.1	-4
41	CC1CC(C)CN(c2nc3c(c(=O)n(C)c(=O)n3C)n2C)C1 (stereo not drawn)	14	0.9	4%	1.1	2
42	COC(=O)NCc1ccc(Cl)c(Cl)c1	-2	1	4%	1.1	5
43	CSc1nc(C)cc(OCC(=O)N2CCOCC2)n1	-16	0.9	3%	0.99	8
44	COC(=O)c1ccccc1NC(=O)C(CCS(C)(=O)=O)NC(C)=O (stereo not drawn)	-18	1	5%	1.2	4
45	CCOC(=O)c1ccc2ncc(C(=O)OCC)c(NCCCN3CCOCC3)c2c1	16	0.9	12%	1.6	-7

No.	RORA act	M1 antag	M1 agonist	SF1 activator
31	0	-0.049	-0.17	-6
32	-22	-0.34	0.93	0
33	17	-3.4*	0.066	0
34	-11	-0.5	-0.0093	-4
35	-30	-0.007	0.6	-12
36	12	0.7	-0.069	11
37	-16	0.11	0.72	12
38	-2	-0.39	-0.012	-10
39	6	-1.3	-0.23	3
40	-18	-0.095	0.2	4
41	0	-0.21	0.65	6
42	-11	0.019	0.14	8
43	-3	0.54	-0.55	-18
44	-13	0.43	-0.73	-4
45	14	-4.6*	0.27	6

Part of the list above, with bars between the fields.
nr | Structure | tolC growth inh | TNAP act DEA | NADH enzymes | Autofluor 339 | Ec RNAP inh | RORA act | M1 antag | M1 agonist | SF1 activator
45 | CCOC(=O)c1ccc2ncc(C(=O)OCC)c(NCCCN3CCOCC3)c2c1 | 16 | 0.9 | 12% | 1.6 | -7 | 14 | -4.6* | 0.27 | 6
36 | CCOC(=O)c1ccc(NC(=O)CNC(=O)C2CCCCC2)cc1 | -14 | 0.9 | 4% | 1.1 | 9 | 12 | 0.7 | -0.069 | 11
44 | COC(=O)c1ccccc1NC(=O)C(CCS(C)(=O)=O)NC(C)=O (stereo not drawn) | -18 | 1 | 5% | 1.2 | 4 | -13 | 0.43 | -0.73 | -4

(listing goes on)
No.	Compound	tolC growth inh	TNAP act DEA	NADH enzymes	Autofluor 339	Ec RNAP inh
46	C=CCSc1nnc2n(-c3ccccc3OC)c(=O)c3c4c(sc3n12)CCC4	5	0.9	1%	1.1	8
47	Cc1ccccc1NC(=O)NCc1ccco1	-4	0.9	2%	1.1	-2
48	O=C(c1ccco1)N1CCN(C(c2ccc(F)cc2)c2nnnn2CC2CCCO2)CC1 (stereo not drawn)	-18	0.9	10%	1	4
49	CC(=O)Nc1nonc1-c1nc2ccccc2n1Cc1nnc(C)o1	0	1	14%	1.2	-6
50	C=CCn1c(=N)n(CC(=O)O)c2ccccc21	-18	0.9	5%	1	9
51	CCOC(=O)c1ccc(NC(=O)NC2CC3CCC(C2)N3Cc2nnnn2C(C)(C)C)cc1 (stereo not drawn)	8	1	11%	1	3
52	Cc1cc(-c2ccco2)n(-c2ccccc2)n1	-5	0.9	0%	1.1	5
53	CCn1c(SCc2nc(CC(=O)Nc3ccccc3OC)no2)nnc1-c1cccs1	12	1	3%	1.1	8
54	Cc1ccc(CNC(=O)Nc2cccs2)cc1	-6	0.9	3%	1.1	8

No.	RORA act	M1 antag	M1 agonist	SF1 activator
46	-5	0.031	0.33	-9
47	16	-0.46	-0.14	-11
48	-6	-0.46	0.067	-4
49	8	-0.0095	-0.25	-16
50	-12	1.6	0.19	-4
51	10	0.14	-0.18	6
52	-10	-0.48	-1.8	-9
53	0	-0.069	-0.18	-7
54	41	0.85	-0.7	28
